NTR1 ag = NTR1-driven beta-arrestin-GFP spot formation – imaging, U2OS cells, high content, primary screen (AID 493036) | agonist mode | activation, % at 20 µM | 0.17% of 330,000 active;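 active means activation at or above 40% of the spot to cytoplasm intensity ratio, with at least 20 cells analyzed; inconclusive means wells under 20 cells, flagged as cytotoxic or low count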;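 further: 0% = DMSO without peptide and 100% = 100 nM NTR1 peptide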
Target sequence (P30989 whole entry, looked up): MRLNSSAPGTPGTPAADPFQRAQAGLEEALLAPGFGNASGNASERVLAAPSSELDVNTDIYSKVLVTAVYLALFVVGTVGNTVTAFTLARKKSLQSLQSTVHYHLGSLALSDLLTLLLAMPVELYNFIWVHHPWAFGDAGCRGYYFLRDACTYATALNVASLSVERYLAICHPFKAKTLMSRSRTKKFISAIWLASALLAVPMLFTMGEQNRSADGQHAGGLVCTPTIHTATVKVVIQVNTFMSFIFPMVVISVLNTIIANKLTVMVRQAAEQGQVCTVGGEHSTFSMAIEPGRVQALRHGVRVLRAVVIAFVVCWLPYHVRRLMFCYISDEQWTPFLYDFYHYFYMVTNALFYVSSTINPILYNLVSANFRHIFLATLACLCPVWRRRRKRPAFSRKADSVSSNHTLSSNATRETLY
GPR55 LPI antagonism = GPR55 antagonists blocking LPI-driven arrestin recruitment, primary screen, imaging, U2OS, beta-arrestin-GFP, LPI agonist (AID 2013); U2OS GPR55 beta-arrestin-GFP translocation imaging, LPI antagonism; higher % means a stronger effect; inhibition, % at 10 µM, or IC50 in µM where a hit was titrated; 0.13% of 290,000 active;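 active means spots per cell inhibited over 60%, with over 100 cells counted and total cytoplasm intensity under 500,000; inconclusive means wells with under 100 cells, flagged as likely toxic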;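 further: U2OS cells stably carrying GPR55 and arrestin-GFP stimulated by 5 µM LPI near EC80; imaged beta-arrestin-GFP aggregate spots per cell after agonist stimulation; plate controls were LPI-stimulated DMSO wells for no effect and DMSO wells without LPI for full effect; some results filed as inactive read as strong as hits; confirmed hits need IC50 under 10 µM and bright autofluorescent wells are also inconclusive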
SV40 large T antigen = TAg ATPase/helicase activity blockers – biochemical (AID 1903). SV40 large T antigen ATPase/helicase inhibition assay; higher % means a stronger effect. inhibition, % at 20 µM, or IC50 in µM where a hit was titrated. 0.39% of 310,000 active; in the data active means a potency from the dose series; inconclusive means inhibition mostly from about 32% at the one dose, without a potency; inactive means the rest, 99 in 100 with inhibition below about 32%; further: strong numbers were not always called active
GPR35 arrestin U2OS = GPR35 antagonists blocking zaprinast-driven arrestin recruitment, primary screen, imaging, U2OS, beta-arrestin-GFP, zaprinast agonist (AID 2058) | one-dose inhibition, % at 10 µM; IC50 in µM for titrated hits | 0.052% of 290,000 active | U2OS GPR35 beta-arrestin-GFP translocation imaging, zaprinast antagonism; higher % means a stronger effect;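 active means inhibition of at least 50% with at least 30 cells and total cytoplasm GFP at most 10,000,000; inconclusive means under 30 cells or total GFP of 10,000,000 plus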
T cell HTS = T cell immune modulators affecting CD8 T cell-vesicle binding; 0.068% of 330,000 active; 2C CD8+ T cell-vesicle binding, flow cytometry; stronger effect = lower value; AID 2052; calls only at 7 µM;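 active means response, share of CD8 T cells binding vesicles, and their 90th percentile fluorescence all below set limits, cut at about 80% in these data, passing the limit was not always enough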
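System: murine 2C transgenic CD8+ T lymphocytes; also added: QL9-loaded Drosophila micro-vesicles; times: binding 1.5 h at 37 °C; measured by: flow cytometry, PE anti-B7-1 (FL2) versus Alexa647 anti-CD8 (FL8), PFA-fixed; control set: Peptide-free naked vesicles (low) and QL9 vesicles with 0.7% DMSO vehicle (high)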
LYP phosphatase = inhibitors of LYP phosphatase, biochemical, fluorescence intensity, uHTS (AID 1779); inhibition, % at 11.5 µM, or IC50 in µM where a hit was titrated; 0.054% of 290,000 active; recombinant LYP phosphatase, fluorescence intensity; higher % means a stronger effect; in the data active means inhibition above about 50%;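 further: plate controls were vehicle with enzyme for no effect and no enzyme for full effect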
Hep lipid drop = hepatic lipid droplet formation modulation; AID 1656; 0.4% of 240,000 active; AML12 mouse hepatocytes, oleate lipid droplets, BODIPY imaging; inhibition, % at 6.5 µM;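 active means lipid droplet intensity inhibited by at least 50%, with more than 500 cells counted; inconclusive means wells with under 300 cells, treated as cytotoxic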
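Material – AML12 mouse liver cells · Also added – oleate loading, 100 µM · Compound dosing – 6.5 µM single-point dosing · Times – overnight treatment with compound plus oleate · Measured by – fluorescence imaging, 20x objective, two fields per well · Read-out – percent inhibition of filter-corrected integrated lipid droplet intensity per well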
MgcRacGAP inhibition = MgcRacGAP GTPase-activating activity inhibitors, confirmation, biochemical, ADP Hunter fluorescence; MgcRacGAP-stimulated Rac1 GTP hydrolysis, ADP Hunter fluorescence; higher % means a stronger effect; GST-tagged Rac1 F28L mutant substrate; inhibition, % at 30 µM; hits with a dose series show IC50 in µM; 0.6% of 340,000 active;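 active means first-screen hits whose inhibition reached a set limit at any dose in the follow-up dose series; inconclusive means inhibition above the set first-screen limit but never retested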;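 further: fluorescence reports GDP produced by GAP-driven GTP hydrolysis; strong numbers were not always called active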
GPR55 beta-arrestin = selective activators of receptor GPR55 – imaging, U2OS cells, beta-arrestin-GFP redistribution, primary screen (AID 1961) | U2OS GPR55 beta-arrestin-GFP redistribution imaging; higher % means a stronger effect | 0.048% of 290,000 active | activation, % at 10 µM, or EC50 in µM where a hit was titrated;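 active means activation above 40% with more than 50 cells counted in the well; inconclusive means wells holding fewer than 50 cells, flagged as toxic or sparse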;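 further: U2OS osteosarcoma cells stably expressing GPR55 and beta-arrestin-GFP; plate controls were DMSO negative control for no effect and LPI positive control for full effect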
Hep lipid drop cells 6.5 µM = also measured in Hep lipid drop; calls as there; cell count; measured here: cell count, cytotoxicity flag;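 cells counted across two imaged fields per well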
T cell HTS vesicle-bound % = second read-out of T cell HTS, no call of its own (marks repeat the call); double positive events, %; measured here: CD8+ vesicle-bound cell fraction;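 binding gate set so that unloaded-vesicle control wells show 10% double positive cells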
NTR1 ag cell count 20 µM = further read-out of NTR1 ag, marked with its call; cell count; measured here: cell count, cytotoxicity flag
* = called active by the depositor; i = inactive; u = inconclusive; x = no result given.

SMILES | NTR1 ag | NTR1 ag cell count 20 µM | GPR55 LPI antagonism | SV40 large T antigen | GPR35 arrestin U2OS | T cell HTS | T cell HTS vesicle-bound % | LYP phosphatase | Hep lipid drop | Hep lipid drop cells 6.5 µM | MgcRacGAP inhibition | GPR55 beta-arrestin
O=C(Nc1ccc(N2CCOCC2)cc1)Nc1cnsn1 | 2.5 | 84 | -5.5% | 20.1% | 19.2% | i | 27.4 | -0.8% | 23.7 | 655 | 5.7% | 0.1%
Cc1cc(C)cc(N(CC(=O)NC2CCCC2)C(=O)CCC(=O)Nc2cc(C)ccn2)c1 | -0.6 | 48 | 0.7% | 23.9% | 12.7% | i | 15.3 | -0.2% | -0.6 | 799 | 3.5% | -0.1%
Cc1cc(=O)oc2c(C)c(OC(C)C(=O)Nc3ccc(N4CCC(C)CC4)cc3)ccc12 (centres undefined) | 2.1 | 63 | 9.4% | 8.5% | 6.5% | i | 19.4 | -4.8% | -0.4 | 785 | 1.9% | 0.2%
CN(C(=O)c1cccc(NC(=O)c2ccccc2)c1)C1CCCCC1 | 1.8 | 64 | -7.1% | 1.5% | -1.8% | i | 6.5 | -12.3% | -6.5 | 679 | 4.5% | 0.2%
O=C1[C@H]2[C@@H](c3ccc(F)cc3)N3C(=O)N(c4ccc(C(F)(F)F)cc4)C(=O)[C@@]3(Cc3ccccc3)[C@H]2C(=O)N1C1CCCCC1 | 6.7 | 99 | x | 12.4% | x | i | 21.9 | x | x | x | -1.3% | x
Cc1cc(C)n(-c2ccc(C(=O)O)cc2[N+](=O)[O-])n1 | 0.8 | 94 | 4.9% | 2.9% | -8.1% | i | 48.5 | -11.3% | 21.8 | 701 | -17.2% | -0.4%
Oc1ccccc1C1OCC2(CO1)COC(c1ccccc1O)OC2 (centres undefined) | 1.3 | 72 | 7.7% | 9.4% | -0.1% | i | 9.2 | -3.6% | 1.4 | 687 | -4.2% | -0.2%
CCOC(=O)c1c(C)[nH]c(C(=O)COC(=O)C2CC2C)c1C (centres undefined) | -0.5 | 44 | 13.1% | 11.4% | -10.8% | i | 2.2 | 1.5% | -22.9 | 725 | -1.9% | -0.2%
O=C(NCCN1CCN(c2ccccc2)CC1)C1CCN(S(=O)(=O)c2cccs2)CC1 | x | x | 11.4% | 9.9% | -8.0% | x | x | 1.2% | x | x | 5.8% | -0.1%
COc1ccc(Cl)cc1NC(=O)CSc1nnc(C)c(=O)n1N | 0.3 | 60 | 4.8% | 22.9% | 7.2% | i | 28.7 | -3.4% | -10.6 | 700 | 6.6% | 0.0%
Cc1cccc(NC(=O)CN(c2ccc(C(C)C)cc2)S(=O)(=O)c2c(C)nn(C)c2C)n1 | 2.1 | 79 | -0.5% | 0.3% | 10.8% | i | 33.4 | -7.5% | x | x | 0.3% | 0.3%
NC(=O)c1cccc2c3c([nH]c12)CCCC3 | -0.9 | 41 | 23.0% | 13.7% | -2.4% | i | 6.6 | -6.4% | x | x | 11.4% | -0.2%
COc1ccc(CC(=O)NCCc2ccc(OC)c(OC)c2)cc1 | -1.0 | 103 | 1.5% | 0.1% | 0.3% | i | 33.1 | -5.1% | 14.1 | 409 | 4.2% | -0.1%
O=C(N/C(=C\c1ccc(Br)cc1)C(=O)N1CCCC1)c1ccccc1F | 1.1 | 54 | 1.0% | 17.3% | -18.9% | i | 44.8 | 1.6% | -14.2 | 687 | 6.8% | -0.1%
CCOC(=O)c1cnn(-c2ccccc2)c1-n1cccc1C(=O)C(=O)Nc1ccccc1 | 1.9 | 59 | 25.1% | 4.0% | 14.3% | i | 7.5 | -0.3% | x | x | 4.3% | 0.0%
CC(C)CCOc1cccc(OCC(=O)Nc2ccncc2)c1 | 0.3 | 47 | -4.3% | 8.1% | 5.1% | i | 51.9 | -9.5% | -33.0 | 680 | 6.3% | 0.2%
Cc1nc(N2CCCCC2)sc1C(=O)c1ccc(SCCO)c([N+](=O)[O-])c1 | 16.3 | 73 | 0.4% | 12.2% | -11.8% | i | 52.2 | -1.7% | -13.6 | 654 | 6.8% | -1.2%
COc1ccc(-n2c(C(C)n3nc(C)c([N+](=O)[O-])c3C)n[nH]c2=S)cc1 (centres undefined) | 0.0 | 93 | 3.3% | 6.2% | 9.6% | i | 32.3 | 1.8% | -1.5 | 752 | 0.1% | 0.0%
CCOC(=O)c1c(C)[nH]c(C(=O)N/N=C/c2ccc(Br)cc2)c1C | 2.4 | 34 | -26.1% | 20.7% | -5.4% | i | 57.1 | 0.3% | u | x | 0.8% | -0.2%
CCc1cc(C(=O)N/N=C/c2ccc(O)cc2O)c2ccccc2n1 | -1.0 | 57 | 8.1% | 38.1% | 10.3% | i | 20.3 | 2.9% | -1.6 | 660 | u | -0.1%
[O-][N+]1=C2CCC/C(=N\O)C2=NC12CCCCC2 | 1.6 | 45 | 4.2% | x | -1.0% | i | 24.3 | -3.5% | x | x | 9.4% | 0.6%
CC(=O)Nc1ccc(S(=O)(=O)Nc2nnc(CC(C)(C)C)s2)cc1 | 1.5 | 52 | -9.1% | 0.1% | -1.7% | i | 29.1 | -5.9% | -4.1 | 664 | 18.1% | -0.1%
CC(c1ccc(F)cc1)n1cc(C(=O)NCCN(C)C)nn1 (centres undefined) | 0.8 | 78 | 9.2% | 5.2% | -4.3% | i | 38.6 | -7.0% | 2.4 | 732 | -2.9% | -0.1%
CCN1CCN(c2oc(-c3ccc([N+](=O)[O-])cc3)nc2C#N)CC1 | -0.2 | 53 | 8.9% | 11.2% | -8.7% | i | 35.8 | -2.5% | 0.0 | 678 | x | 0.7%
Cc1ccc(S(=O)(=O)N2CCN(C(=O)c3ccc(S(=O)(=O)N4CCCC4)cc3)CC2)cc1 | -0.4 | 78 | 16.3% | 3.6% | 3.7% | i | 67.2 | -9.7% | 16.8 | 798 | 6.6% | -0.2%
O=C(CSc1nc2ccccc2s1)Nc1ccc2c(c1)OCO2 | 0.5 | 76 | 7.3% | 13.0% | -5.3% | i | 53.8 | -4.8% | 1.2 | 685 | 3.2% | -0.2%
O=C(COC(=O)c1cnccn1)c1ccc(-c2ccccc2)cc1 | -0.7 | 70 | x | 14.4% | x | i | 55.5 | x | x | x | 9.6% | x
COc1cc(OC)c2c(c1O)OC(c1ccccc1)CC2=O (centres undefined) | -0.9 | 73 | 5.7% | 47.9% | 4.5% | i | 28.8 | -1.0% | 19.2 | 714 | 9.1% | -0.2%
COC(=O)c1ccc(-c2noc(CN(C)Cc3ccncc3C)n2)cc1 | 3.3 | 54 | -5.7% | 21.4% | -5.4% | i | 45.6 | 3.2% | -2.6 | 759 | 3.0% | -0.1%
CCN1C(=O)NC(c2ccccc2)(c2ccccc2)C1=O | -1.8 | 48 | x | 7.9% | x | i | 45.9 | x | x | x | 8.3% | x
CCOc1ncccc1C(=O)OCc1cc(=O)oc2c(C)c(C)ccc12 | x | x | 1.7% | -3.1% | 12.8% | x | x | -0.6% | x | x | 3.1% | -0.3%
Cc1ccc(C(=O)NCCSc2ccccc2)cc1S(=O)(=O)Nc1ccccc1 | 0.3 | 66 | -11.8% | 9.0% | -0.6% | i | 14.0 | 4.1% | x | x | 5.0% | -0.1%
O=c1nc(SCc2c(F)cccc2Cl)nc(-c2ccc(Cl)cc2)[nH]1 | 2.1 | 63 | 8.6% | 21.5% | -1.4% | i | 39.4 | 3.7% | -25.2 | 698 | -5.5% | 0.3%
CCOC(=O)C1CCN(C(=O)COC(=O)c2cc([N+](=O)[O-])ccc2N2CCOCC2)CC1 | 3.3 | 76 | x | 12.6% | x | i | 17.0 | x | x | x | -1.0% | x
CCCN(CCC)CCCNC(=O)Cn1cnc2sc(C)c(S(=O)(=O)N3CCOCC3)c2c1=O | -1.1 | 43 | 0.6% | 3.5% | 16.4% | i | 37.8 | -5.2% | 18.9 | 827 | 3.8% | -0.1%
CCC1CN(C(=O)Nc2ccc(C)cc2)c2cc(C)ccc2O1 (centres undefined) | 4.7 | 37 | 5.1% | 7.7% | 12.4% | i | 22.2 | -3.1% | -1.4 | 765 | -29.4% | -0.1%
CC1(C)S[C@@H]2[C@H](NC(=O)C(C(=O)O)c3ccccc3)C(=O)N2[C@H]1C(=O)O (some centres undefined) | 2.3 | 56 | -1.0% | -2.9% | 7.2% | i | 10.4 | -4.1% | -5.3 | 680 | -0.1% | 0.2%
CCCCn1c(SCC(=O)N2c3ccccc3CCc3ccccc32)nc2c1c(=O)n(C)c(=O)n2C | 8.4 | 60 | 1.0% | 7.8% | -1.6% | i | 17.5 | -3.9% | -7.0 | 749 | 11.4% | -0.4%
O=C(Nc1ccc(NS(=O)(=O)c2ccccc2)cc1)c1ccccc1 | 0.1 | 48 | -9.3% | 4.0% | 16.3% | i | 19.9 | 0.0% | u | x | 2.9% | -0.1%
Cc1ccccc1CC1(CO)CCCN(C(=O)c2ccccc2Cl)C1 (centres undefined) | 1.2 | 78 | -0.7% | 17.5% | 3.7% | i | 62.8 | -3.3% | 3.8 | 765 | 11.8% | -0.2%
Cc1cccc(-c2oc3ccccc3c2C#CCCCCO)c1 | 10.9 | 36 | 18.8% | 6.9% | 9.8% | i | 13.8 | -4.6% | -10.8 | 793 | 7.2% | 0.4%

Screening data: PubChem, several laboratories

Hits appear at their usual frequency, and some 1.8% of all compounds hit somewhere here.
